ALOX12 inh: inhibitors of human 12S-lipoxygenase ALOX12. P18054. purified 12hLO, xylenol orange hydroperoxide absorbance. actives 1.1% (n = 580,000). AID 1671190. Potency, µM (doses to about 108 µM), for inactives: at the highest dose activity change, negative = inhibition, usual class: inhibitors; also: potency is read from the fitted curve at half-maximal effect; % is scaled to controls: 0 for no effect and ±100 for the full control effect
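Purified human 12hLO at 150 nM in 25 mM Hepes, 0.01% Triton X-100, pH 7.0, preincubated 15 min at room temperature with compound. Reaction started with 40 uM arachidonic acid, 30 min at room temperature. Hydroperoxide measured by Fe-xylenol orange, 573/405 nm absorbance ratio.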
HP1b binding inh: inhibitors of HP1-beta chromodomain binding to methylated histone tails; actives 0.56% (n = 390,000); AlphaScreen HP1-beta / biotin-H3K9me3 peptide binding; P83916; Potency, µM (highest dose often 114 µM), inactives show at the highest dose activity change, negative = inhibition, most hits filed as inhibitors; also: potency is read from the fitted curve at half-maximal effect; nearly all actives have a fitted effect of over 70% in size; inactives centre near 23
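AlphaScreen: HP1-beta (50 nM) preformed 30 min with biotin-H3(1-18)K9me3 peptide (50 nM) in PBS pH 7.4, 0.01% Tween-20. Compound added for 30 min at RT, then streptavidin donor/nickel chelate acceptor beads (10 ug/mL) for 30 min.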
RGS4 inh: inhibitors of human regulator of G protein signaling 4; P49798; Transcreener GDP fluorescence polarization, RGS4-accelerated GTP hydrolysis; Potency, µM (series often up to 114 µM), inactives show at the top dose activity change, negative = inhibition, actives largely listed as inhibitors; actives 0.039% (n = 390,000); AID 504845; also: potency is read from the fitted curve at half-maximal effect; % is scaled to controls: 0 for no effect and ±100 for the full control effect; nearly all actives have a fitted effect of over 75% in size; some results filed as inactive show a strong effect at the top dose
Target sequence (P49798 whole entry, looked up): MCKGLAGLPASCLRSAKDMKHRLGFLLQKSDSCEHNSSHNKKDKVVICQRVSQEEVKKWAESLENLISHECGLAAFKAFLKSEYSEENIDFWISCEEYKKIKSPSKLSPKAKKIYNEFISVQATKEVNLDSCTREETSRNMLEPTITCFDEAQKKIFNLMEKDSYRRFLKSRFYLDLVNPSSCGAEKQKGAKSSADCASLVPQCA
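MLSMR compounds (23 nl, pin-transferred) preincubated 10 min at room temperature with a 500nM (2x) first reagent, then RGS4 at 900nM (2x) plus Transcreener GDP mix added; fluorescence polarization (620/688 nm) read before and after 90 min at 30 °C.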
PI4K2A block: blocks human PI4K2A kinase activity. activity change, negative = inhibition, % at 76.9 µM. purified PI4K2A, ADP-Glo luminescence, 1 h; stronger effect = lower value. Q9BTU6. AID 1346378. actives 0.13% (n = 420,000); in the data active = activity change below about -50%; inconclusive = mostly about -30% to -49%;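 also: -100% = wells without enzyme as full effect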
Target sequence (Q9BTU6 whole entry, looked up): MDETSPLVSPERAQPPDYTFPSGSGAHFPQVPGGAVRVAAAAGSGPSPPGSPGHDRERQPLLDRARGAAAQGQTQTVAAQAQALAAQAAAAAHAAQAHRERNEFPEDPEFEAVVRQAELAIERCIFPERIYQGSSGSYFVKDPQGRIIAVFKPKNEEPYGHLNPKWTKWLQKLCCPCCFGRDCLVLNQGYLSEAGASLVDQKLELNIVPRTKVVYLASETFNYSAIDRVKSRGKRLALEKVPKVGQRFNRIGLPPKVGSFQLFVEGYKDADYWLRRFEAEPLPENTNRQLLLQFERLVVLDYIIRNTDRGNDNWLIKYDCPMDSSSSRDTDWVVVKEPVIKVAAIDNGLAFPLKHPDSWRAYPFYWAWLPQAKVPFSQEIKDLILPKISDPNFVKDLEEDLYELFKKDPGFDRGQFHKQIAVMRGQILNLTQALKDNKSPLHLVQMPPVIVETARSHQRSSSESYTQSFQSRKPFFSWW
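ADP-Glo luminescence measured ADP generated by PI4K2A enzyme (4 ug/mL before mixing) with 1.2 mM PI substrate (pre-mix) and 300 microM ATP (pre-mix). Tris pH7.5 buffer with MgCl2, Triton X-100; 1 h reaction at ambient temperature.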
GLS inh: inhibitors of human glutaminase (GLS); O94925; GLS enzymatic activity, qHTS titration; Potency, µM (doses to about 45.5 µM), for inactives: top-dose activity change, negative = inhibition, most hits filed as inhibitors; actives 0.21% (n = 410,000); also: potency is read from the fitted curve at half-maximal effect; % is scaled to controls: 0 for no effect and ±100 for the full control effect
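hKGA in 45 mM KH2PO4 (pH 8.2), 0.02% Tween-20 with compound, then 1mM L-Glutamine (stock as added) plus glutamate oxidase/HRP/Amplex red coupling mix. Fluorescence read initially and after 30 min at RT; signal change reflects glutamate formation.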
JMJD2A Tudor inh: JMJD2A Tudor domain (human) inhibition; Potency, µM (highest dose often 114 µM), inactives show top-dose activity change, negative = inhibition, hits mostly inhibitors; AID 504339; actives 4.4% (n = 390,000); AlphaScreen JMJD2A-Tudor / H3K4me3 peptide binding; also: potency is read from the fitted curve at half-maximal effect; % is scaled to controls: 0 for no effect and ±100 for the full control effect; nearly all actives have a fitted effect of over 50% in size
ERG-DNA inh: blocks human ERG Ets domain binding to DNA. fluorescence polarization, His-ERG Ets domain / labelled DNA. AID 624246. Potency, µM (top dose mostly 76.9 µM), for inactives: at the top dose FP activity, negative = inhibition, usual class: inhibitors. actives 0.028% (n = 370,000); active = well fitted inhibition curve with a large enough effect in the polarisation, with a control signal flat; inconclusive = small, poorly fitted or top-dose-only effect, or effect the other way, or a change in a side signal; inactive = no such curve, though single readings can be large or run the other way; the % refers to the polarisation;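 also: polarization taken with two DNA probes labelled with fluorescein and Texas red; potency is read from the fitted curve at half-maximal effect; % of control where 0% means no effect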
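His-tagged ERG Ets domain (1 uM in the protein solution; 300mM KCl, 50mM Tris-HCl, 1mM EDTA, 1mM DTT, pH 7.5) received compound, then a probe mix of 5 nM fluorescein-DNA and 100nM Texas-615-DNA. Fluorescence polarization was read for both dyes.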
G9a block: blocks human histone lysine methyltransferase G9a. Q96KQ7. G9a H3K9 monomethylation, AlphaScreen, 2 h. Potency, µM (series often up to 102 µM), inactives show at the highest dose activity, negative = inhibition, actives largely listed as inhibitors. actives 8.8% (n = 350,000); also: potency is read from the fitted curve at half-maximal effect; % is scaled to controls: 0 for no effect and ±100 for the full control effect; nearly all actives have a fitted effect of over 75% in size
Target sequence (Q96KQ7 913-1193 limits assumed): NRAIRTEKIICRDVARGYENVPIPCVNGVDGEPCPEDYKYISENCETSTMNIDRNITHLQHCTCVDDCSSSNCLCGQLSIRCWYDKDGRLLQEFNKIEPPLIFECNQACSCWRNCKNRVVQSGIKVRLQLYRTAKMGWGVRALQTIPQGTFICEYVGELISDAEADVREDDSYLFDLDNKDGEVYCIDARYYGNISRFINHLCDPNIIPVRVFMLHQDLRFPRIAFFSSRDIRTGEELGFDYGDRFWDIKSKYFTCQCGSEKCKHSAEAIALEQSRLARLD
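AlphaScreen read-out: biotin-H3K9 peptide (500 nM) methylation by 20 nM enzyme with 20 uM SAM, 2 h at room temperature after 15 min compound preincubation; anti-monomethyl H3K9 antibody plus donor/acceptor beads, 10 min dark.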
BAZ2B block: blocks human BAZ2B; Q9UIF8; AlphaScreen BAZ2B-H3K14Ac peptide displacement; Potency, µM (top dose mostly 114 µM), inactives show at the top dose activity change, negative = inhibition, hits mostly inhibitors; actives 4.4% (n = 360,000); AID 504333; also: potency is read from the fitted curve at half-maximal effect; % is scaled to controls: 0 for no effect and ±100 for the full control effect; nearly all actives have a fitted effect of over 60% in size
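Complex of BAZ2B and biotin-H3K14Ac (50 nM apiece) forms over 30 min at RT, then faces library compounds up to 110 uM for another 30 min; AlphaScreen beads added, 20 min dark incubation, luminescence read.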
The depositor's hits bear a star; ? = inconclusive; · = not tested or not shown; & = joins results of further samples; [ ] = another dose, or the depositor's remark. Unless noted, calls follow the shape of the dose curve; as a rule, active = well fitted curve in the direction sought with a large enough effect; inconclusive = small, poorly fitted or top-dose-only effect, or another doubt; inactive = no such curve, though single readings can be large; an effect the other way counts as inactive or inconclusive.

SMILES	ALOX12 inh	HP1b binding inh	RGS4 inh	PI4K2A block	GLS inh	JMJD2A Tudor inh	ERG-DNA inh	G9a block	BAZ2B block
COc1ccc(C(=O)NC(=S)Nc2nc(C)c(C(=O)N(C)C)s2)cc1	?	4%	-7%	2	23%	-26%	-3%	?	?
CCN1C(=O)/C(=C/c2c(C)nn(C)c2C)SC1=S	10µM*	7%	-39%	0	4%	?	-5%	?	-16%
O=C(CCn1cnc2onc(-c3ccc(F)cc3)c2c1=O)N1CCN(c2cccc(Cl)c2)CC1	-7%	32%	-10%	-1	1%	-16%	-4%	-26%[59 µM]	-1%[57.1 µM]
Cc1ccc(S(=O)(=O)c2cnc3cc(C)nn3c2N)cc1	-5%	21%	19%	4	1%	-15%	1%	7%	1%
CCN(CC1CCCO1)C(=O)C1CCN(C2CCN(Cc3ccccc3C)CC2)CC1 (stereo not drawn)	-3%	24%	-25%	-4	2%	-18%	-15%	39%[activator]	-16%
CCn1c(SCC(=O)Nc2ccccc2OC)nnc1-c1cnccn1	-8%	15%	33%	0	-8%	-14%	-3%	3%[59 µM]	0%
COc1ccc(S(=O)(=O)N2CCC(C(=O)Nc3nnc(CCN4CCCCC4)s3)CC2)cc1	2%	19%	11%	9	-6%	-10%	9%	-32%	9%
CCOc1ccc(/C=N/OC(C)C(=O)NCc2ccc3c(c2)OCO3)cc1 (stereo not drawn)	-3%	46%[activator]	-16%	0	0%	-16%	13%	18%[59 µM]	2%
Cc1cccc(NC(=O)Nc2nnc(N3CCCC3)s2)c1	-18%	39%[activator]	-24%	0	3%	-11%	1%	?	-26%
COCCCNC(=O)C(=O)Nc1cc2c3c(c1)CCN3C(=O)CC2	5%	39%[activator]	-12%	-1	4%	-5%	-8%	10%	1%
CCOC(=O)N1CCc2c(sc3c2c(=O)n(Cc2ccccc2)c(=O)n3CC(=O)NCC2CCCO2)C1 (stereo not drawn)	8%	16%	-22%	7	-2%	-21%	-6%	30%	-13%
C[C@@H]1CCCCCCCCC(=O)OCCN(C(=O)OC(C)(C)C)[C@H](C)CCCCCCCCC(=O)OCCN(C(=O)OC(C)(C)C)[C@H](C)CCCCCCCCC(=O)OCCN(C(=O)OC(C)(C)C)[C@H](C)CCCCCCCCC(=O)OCCN1C(=O)OC(C)(C)C	12%	37%	-1%	3	3%	-18%	9%	·	·
O=C(CSc1nnc2n(C3CCCC3)c(=O)c3ccccc3n12)N1CCCCCC1	-11%	30%	5%	-1	1%	8%	-9%	-5%[12.7 µM]	-16%
CCN(CC)c1ccc(C=Nc2ccc(OC)c(S(=O)(=O)N3CCOCC3)c2)c(O)c1	-5%	20%	-15%	-1	17%	-25%	15%	-7%[12.7 µM]	-15%
CCN1CCCC1CNC(=O)COc1cc(=O)n(C)c2ccccc12 (stereo not drawn)	-5%	32%	-15%	-2	4%	-6%	-4%	2%[59 µM]	4%
CCN1CCN(c2ncnc3c2nnn3Cc2ccccc2)CC1	0%[57.4 µM]	17%	-18%	-9	1%	-13%	-10%	40µM*	0%
CCOc1ccc(-c2cc(C(=O)NCCCn3ccnc3)c3ccccc3n2)cc1	12%	43%[activator]	11%	-1	-1%	-31%	10%	-29%	?
Cc1ccc(Cn2ccnc2SCC(=O)Nc2nnc(C)s2)cc1	3%	7%[57 µM]	15%	1	4%	-23%	1%	5%[59 µM]	-9%
Cc1ccc(C)c(C(=O)Cn2ncc(Cl)c(Cl)c2=O)c1	-15%	8%	1%	10	8%	-16%	3%	-39%[59 µM]	-1%
CN(CC(=O)Nc1c(Cl)cccc1Cl)C(=O)c1ccc2ccccc2n1	-18%	15%	7%	-3	1%	-18%	0%	-29%	9%
CCc1nnc(NC(=O)C2CCN(c3ncnc4sc(C)c(C)c34)CC2)s1	282%[activator]	39%[activator]	-11%	4	-2%	7%	-5%	7%[2.33 µM]	2%
CC(C)C(NC(=O)C12CC3CC(CC(C3)C1)C2)C(=O)N/N=C/C1=C(N2CCOCC2)C(=C\c2ccc([N+](=O)[O-])cc2)/CC1 (stereo not drawn)	-9%	5%	-12%	3	-1%	-22%	6%	?	-3%
Cc1cccc(NC(=O)c2cc(-c3cc(C)c(C)cc3O)n[nH]2)c1	9%	15%	-12%	-6	-2%	-33%	12%	-3%	-16%
COc1cccc(N2CCN(C(=O)c3ccc4nc(N5CCC(C)CC5)sc4c3)CC2)c1	0%&8%	1%	-27%	3	4%	?	-1%	-48%[59 µM]	?
Cc1cc(C(=O)OCC(=O)Nc2c(Cl)cccc2C(F)(F)F)c(C)o1	4%	25%	-4%	0	-1%	-7%	4%	-50%	51%[activator]
Further structures follow.
SMILES	ALOX12 inh	HP1b binding inh	RGS4 inh	PI4K2A block	GLS inh	JMJD2A Tudor inh	ERG-DNA inh	G9a block	BAZ2B block
C/C(CC(=O)Nc1ccc(Cl)cc1Cl)=N\NC(=O)C(=O)N1CCCC1	0%	43%[activator]	-29%	4	-6%	0%	-7%	?	-14%
CCOc1ccc(/C=C(\C(=O)O)c2ccc(S(=O)(=O)N3CCOCC3)s2)cc1OC	-14%	12%	4%	6	-3%	-15%	9%	-36%[59 µM]	-28%
CCOc1ccc(S(=O)(=O)NCCC(=O)N(CC)CC(=O)Nc2c(F)cccc2F)cc1	8%	8%	-2%	2	5%	-9%	3%	27%[59 µM]	10%
O=C(O)c1ccccc1Cc1ccc2c(c1)CCCC2	-2%	19%[57 µM]	-10%	-2	2%	-1%	3%	·	·
COc1cc(OC)c(OC)cc1/C=C1\Oc2cc(OCC(=O)N3Cc4ccccc4C[C@H]3C(=O)O)ccc2C1=O	·	23%	-20%	-1	?	-22%	50%[activator]	-7%[12.7 µM]	-34%
CCN(Cc1ccccc1)C1CCN(Cc2ccccc2)CC1	·	29%	-15%	-1	9%	-6%	-12%	71µM*	-24%
CN(c1ccccc1)S(=O)(=O)c1cccc(NC(=O)CN2CCc3ccccc3C2)c1	-15%	26%	-12%	-4	-8%	-14%	12%	-24%	·
CCOc1ccccc1OCCOc1ccccc1CC	9%	212%[activator]	13%	-3	0%	147%[activator]	-3%	152%[activator][59 µM]	192%[activator]
COc1ccc(-c2cccc(C3CC=CC4C3C(=O)N(Cc3ccccc3)C4c3ccc(C(F)(F)F)cc3)c2)cc1 (stereo not drawn)	0%	39%&-3%	-9%&-7%	0	9%	-18%&-26%	8%	?	-4%
Cc1ccc(S(=O)(=O)NC2CCCCCC2)cc1	-12%	39%[activator]	1%	-2	4%	0%	6%	·	·
CCOC(=O)c1cc(S(=O)(=O)Nc2cc(C)c(Cl)cc2OC)[nH]n1	-10%	1%[57 µM]	-22%	-1	31%[activator]	?	4%	14µM*	-34%
Fc1ccc(NC(=S)Nc2ccccc2Cl)cc1	-20%	22%	-31%	1	11%	-8%	-2%	8%	-8%
CCC(=O)Oc1ccc(-c2cnc3ccccc3n2)cc1	23%	21%	-25%	-65*	-1%	5%	·	-48%[59 µM]	18%
Cc1cc(C(=O)CSc2cccc[n+]2[O-])c(C)n1-c1ccc(OC(F)F)cc1	15%	9%	-8%	-9	-1%	-16%	0%	2%[12.7 µM]	?

An excerpt from above in order of molecular weight, rising.
SMILES	ALOX12 inh	HP1b binding inh	RGS4 inh	PI4K2A block	GLS inh	JMJD2A Tudor inh	ERG-DNA inh	G9a block	BAZ2B block
O=C(O)c1ccccc1Cc1ccc2c(c1)CCCC2	-2%	19%[57 µM]	-10%	-2	2%	-1%	3%	·	·
Cc1ccc(S(=O)(=O)NC2CCCCCC2)cc1	-12%	39%[activator]	1%	-2	4%	0%	6%	·	·
CCC(=O)Oc1ccc(-c2cnc3ccccc3n2)cc1	23%	21%	-25%	-65*	-1%	5%	·	-48%[59 µM]	18%
Fc1ccc(NC(=S)Nc2ccccc2Cl)cc1	-20%	22%	-31%	1	11%	-8%	-2%	8%	-8%
CCOC(=O)c1cc(S(=O)(=O)Nc2cc(C)c(Cl)cc2OC)[nH]n1	-10%	1%[57 µM]	-22%	-1	31%[activator]	?	4%	14µM*	-34%
C/C(CC(=O)Nc1ccc(Cl)cc1Cl)=N\NC(=O)C(=O)N1CCCC1	0%	43%[activator]	-29%	4	-6%	0%	-7%	?	-14%
Cc1cc(C(=O)CSc2cccc[n+]2[O-])c(C)n1-c1ccc(OC(F)F)cc1	15%	9%	-8%	-9	-1%	-16%	0%	2%[12.7 µM]	?
CCOc1ccc(S(=O)(=O)NCCC(=O)N(CC)CC(=O)Nc2c(F)cccc2F)cc1	8%	8%	-2%	2	5%	-9%	3%	27%[59 µM]	10%
COc1ccc(-c2cccc(C3CC=CC4C3C(=O)N(Cc3ccccc3)C4c3ccc(C(F)(F)F)cc3)c2)cc1 (stereo not drawn)	0%	39%&-3%	-9%&-7%	0	9%	-18%&-26%	8%	?	-4%

Screening results from PubChem.

These rows are one share of the data (hit frequency here may not be typical).
